TDP-43 yeast inh = TDP-43 toxicity inhibition in yeast; TDP-43 expressing yeast growth rescue, BacTiter-Glo, 24 h; Potency, µM (series often up to 46.1 µM), for inactives: top-dose growth rescue (activation), hits mostly activators; 410,000 compounds, 1.8% hits; further: potency means the concentration at half of the fitted maximal effect; % of control where 0% means no effect; nearly all actives have a fitted effect of over 50% in size
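Yeast cells expressing TDP-43 under galactose induction are exposed to compounds for 24 hr at 30 deg C. BacTiter-Glo luminescence measures growth, so protective compounds score as activators.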
aSyn yeast inh = inhibitors of alpha-synuclein toxicity in yeast | AID 652106 | 370,000 compounds, 0.14% hits | Yeast expressing alpha-synuclein, growth rescue, BacTiter-Glo, 24 h | Potency, µM (series often up to 46.1 µM), inactives show at the top dose growth rescue (activation), most hits filed as activators; further: potency means the concentration at half of the fitted maximal effect; % of control where 0% means no effect; nearly all actives have a fitted effect of over 65% in size
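Galactose-induced alpha-syn yeast (OD600=0.02, raffinose-pregrown) + pinned cpd, 24 hr, 30 deg C; growth by BacTiter-Glo luminescence. Growth restoration scores as activation.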
PTHR1 agonist = activates the human parathyroid hormone receptor PTHR1; Potency, µM (top dose mostly 115 µM), inactives show at the highest dose activation, hits mostly activators; Q03431; HEK293 GP2 PTHR1 cells, GloSensor cAMP luminescence, 1 h; AID 743266; 410,000 compounds, 0.075% hits; further: potency means the concentration at half of the fitted maximal effect; nearly all actives have a fitted effect of over 55% in size; some results filed as inactive show a strong effect at the top dose; inactives centre near -15; many of its hits are not listed in these tables
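HEK-293-derived GP2 cells expressing PTHR1 and a GloSensor cAMP reporter, 3,000/well, plated overnight, given luciferin plus IBMX (each 0.5 mM as added) for 1 h at 37 °C, then compound for 1 h at 37 °C. Luminescence was read after 15 min at room temperature.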
GLP1R inv ag = GLP-1 receptor (human) inverse agonism. 410,000 compounds, 1.6% hits. AID 624417. HEK293 GLP-1R CRE-luciferase, luminescence, 24 h; GLP-1R form is constitutively active. Potency, µM (top dose mostly 38.3 µM), for the others: at the highest dose activity change, negative = inhibition, actives largely listed as inhibitors; further: potency means the concentration at half of the fitted maximal effect; on the % scale 0 is the no-effect control and ±100 the full control effect; nearly all actives have a fitted effect of over 55% in size
Target sequence (P43220 whole entry, looked up): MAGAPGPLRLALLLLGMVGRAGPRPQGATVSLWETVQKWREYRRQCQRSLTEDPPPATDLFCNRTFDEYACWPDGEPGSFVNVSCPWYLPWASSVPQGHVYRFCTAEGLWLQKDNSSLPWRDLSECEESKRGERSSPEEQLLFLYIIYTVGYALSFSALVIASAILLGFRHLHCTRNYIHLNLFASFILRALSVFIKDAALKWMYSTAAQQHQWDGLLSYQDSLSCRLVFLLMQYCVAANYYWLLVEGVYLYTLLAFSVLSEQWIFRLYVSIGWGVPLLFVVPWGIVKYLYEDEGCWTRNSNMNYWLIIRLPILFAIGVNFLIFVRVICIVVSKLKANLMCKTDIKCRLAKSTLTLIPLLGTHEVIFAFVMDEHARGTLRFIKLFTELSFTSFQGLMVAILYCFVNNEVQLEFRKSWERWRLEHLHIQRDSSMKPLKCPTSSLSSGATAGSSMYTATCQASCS
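HEK293 cells stably co-expressing a cAMP-responsive luciferase reporter and constitutively active GLP-1R were seeded, incubated 12 h, then exposed to compounds for 24 h at 37 C. Luminescence was read 12 min after detection reagent; inverse agonists lower signal.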
KB-V1 MDR tox = KB-V1 MDR subline cytotoxicity | Potency, µM (top dose mostly 46.1 µM), for the others: at the highest dose activity change, negative = cytotoxicity, most hits filed as cytotoxic | 400,000 compounds, 3.4% hits | KB-V1 MDR cells viability, CellTiter-Glo, 72 h | AID 1347076; further: potency means the concentration at half of the fitted maximal effect; on the % scale 0 is the no-effect control and ±100 the full control effect; nearly all actives have a fitted effect of over 60% in size
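Readout: CellTiter-Glo luminescence, 10 min after addition. Cells: KB-V1 MDR subline, 72 h at 37 degrees C with compound. Analysis: corrected, normalized data fitted to concentration-effect curves.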
GLP1R ag = activates the human GLP-1 receptor; AID 624172; 380,000 compounds, 0.007% hits; Potency, µM (top dose mostly 45.6 µM), for the others: at the top dose activation, actives largely listed as activators; HEK293 GLP-1R CRE-luciferase, luminescence, 4-6 h; cells express a hypersensitive GLP-1R form; further: potency means the concentration at half of the fitted maximal effect; % of control where 0% means no effect
DRD3 antagonist = antagonists of human D3 dopamine receptor. max response, negative = inhibition, %. 360,000 compounds, 2.5% hits. D3R cells, DiscoveRx beta-arrestin luminescence, antagonist mode; hits give low values. P35462; in the data active means max response below about -50%; inconclusive means no clear call, values can overlap the other calls; further: on the % scale 0 is the no-effect control and ±100 the full control effect; mostly tested at two doses, the higher about 12 µM
Target sequence (P35462 whole entry, looked up): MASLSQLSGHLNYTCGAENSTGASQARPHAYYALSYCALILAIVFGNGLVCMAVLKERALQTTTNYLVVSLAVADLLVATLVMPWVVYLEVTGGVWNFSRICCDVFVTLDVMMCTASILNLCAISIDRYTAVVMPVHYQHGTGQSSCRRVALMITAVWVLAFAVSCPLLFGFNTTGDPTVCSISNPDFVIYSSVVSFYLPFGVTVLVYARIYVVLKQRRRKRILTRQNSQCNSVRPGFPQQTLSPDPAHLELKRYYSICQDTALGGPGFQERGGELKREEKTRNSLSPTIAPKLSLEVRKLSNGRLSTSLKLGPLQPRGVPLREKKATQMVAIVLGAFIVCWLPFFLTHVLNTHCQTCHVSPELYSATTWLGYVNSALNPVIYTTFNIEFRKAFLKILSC
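Cells expressing the human receptor were seeded at 1500 cells/well, incubated overnight at 37 degrees C in 5% CO2, then exposed to library compounds with dopamine controls for 90 minutes at 37 degrees C before luminescent detection.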
HEK293 tox = cytotoxicity counter-screen for GLP-1 receptor inverse agonists. HEK293 cAMP-luciferase reporter cells, luminescence, 24 h. 410,000 compounds, 0.13% hits. Potency, µM (highest dose often 38.3 µM), inactives show top-dose activity change, negative = inhibition, usual class: inhibitors. AID 624418;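 further: loss of luciferase light is scored as toxicity; potency means the concentration at half of the fitted maximal effect; on the % scale 0 is the no-effect control and ±100 the full control effect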
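Seeding density was 200 cells/uL; after overnight-length (12 h) culture, 23 nL compounds went on for 24 h at 37 °C. Readout used a luciferase detection reagent, luminescence taken after 12 min at room temperature.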
DRD3 agonist = agonists of human D3 dopamine receptor. P35462. D3R DiscoveRx beta-arrestin cells, luminescence, 90 min. max activation, %. 410,000 compounds, 0.58% hits. AID 652048; in the data active means max activation above about 30%; further: 0% is about no effect; mostly tested at two doses, the higher about 12 µM
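Agonist mode: compounds and dopamine controls were applied to plated cells for 90 min at 37 degrees C after an overnight attachment at 1500 cells/well. Luminescent read-out followed 30 - 60 minutes at room temperature with DiscoveRx detection reagent.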
The depositor's hits bear a star; i = inactive; ? = inconclusive; / = not tested or not shown; [ ] = remark or other dose. Unless noted, the call rests on the fitted dose curve; in most records, active means well fitted curve in the direction sought with a large enough effect; inconclusive means small, poorly fitted or top-dose-only effect, or another doubt; inactive means no such curve, though single readings can be large; an effect the other way counts as inactive or inconclusive.

SMILES	TDP-43 yeast inh	aSyn yeast inh	PTHR1 agonist	GLP1R inv ag	KB-V1 MDR tox	GLP1R ag	DRD3 antagonist	HEK293 tox	DRD3 agonist
COc1cc2c(cc1NC(=O)CN1CCN(S(=O)(=O)c3ccccc3F)CC1)oc1ccccc12	-16%	2%	i	-21%	-3%	0%	-17	-12%	-4
CC(NC(=O)CC1CCCCC1)c1ccccc1 (stereo not drawn)	-7%	-4%	i	-19%	-6%	-1%	0	-6%	-3
CC(NC(=O)COc1ncnc2cc([N+](=O)[O-])ccc12)c1ccccc1 (stereo not drawn)	6%	7%	-3%	11%	-7%	2%	-3	-15%	1
CCc1nc(SCC(=O)NNC(=O)C(C)C)c2ccccc2n1	0%	-2%	i	0%	-6%	7%	-26	-3%	-8
Cc1ccc(CSc2nc3ccccc3c(=O)[nH]2)cc1	7%	0%	-7%	26%	-20%	30%	-9	13%	-5
N#Cc1sc2nc3c(c(-c4ccco4)c2c1N)CCCC3	19%	2%	-15%	93%[activator]	?	?	7	133%[activator]	2
C=C(C)C(=O)Nc1cccnc1Oc1ccc(F)cc1	14%	-2%	?	3%	-19%	16%	14	2%	-10
CCN1CCN(Cc2ccc(NC(=O)c3ccc(C)c(NC(=O)c4cc(-c5ccc(Br)cc5)n[nH]4)c3)cc2C(F)(F)F)CC1	11%	-3%	12%	?	?	0%	0	?	-36
CC(=O)Nc1ncc(Cc2ccc(Cl)cc2Cl)s1	9%	-4%	-6%	-27%	-1%	18%	11	-38%	-4
Cc1nnc2c(N3CCN(c4ccccc4F)CC3)nc3ccccc3n12	12%	/	i	5%	16%	/	/	-2%	-9
Cn1c(=O)c2c(nc(SCC(=O)Nc3ccccc3F)n2Cc2ccccc2F)n(C)c1=O	14%	/	i	15%	0%	/	/	-1%	0
O=C(O)COc1ccc2c3c(c(=O)oc2c1)CCCC3	-21%	-1%	-2%	13%	-8%	3%	-3	-6%	8
CCc1ccc(NCc2cc3ccc(OC)cc3n(CC(=O)Nc3ccc(C)c(Cl)c3)c2=O)cc1	22%	0%	i	6%	-15%	-4%	/	5%	1
CC(=O)Nc1nonc1-c1nc2ccccc2n1CCC(C)C	-6%	-11%	-46%[inhibitor]	?	?	1%	1	-13%	4
O=C(NCc1ccco1)C1C(=O)Nc2ccccc2C(=O)N1C1CCCCC1 (stereo not drawn)	5%	-11%	i	15%	-10%	/	6	4%	9
COc1ccc(C2/C(=C(/O)c3ccccc3)C(=O)C(=O)N2CCN2CCOCC2)c(OC)c1 (stereo not drawn)	-2%	-6%	-10%[57.5 µM]	8%	18%	-3%	-57*	2%	0
CCN(CC(=O)NCc1ccc(F)cc1)C(=O)/C=C/c1ccco1	-12%	-2%	-14%	10%	-1%	-12%	-14	1%	-3
CCOc1cc(NC(=O)c2ccco2)c(OCC)cc1NC(=O)COc1ccccc1C	8%	-7%	-1%[57.5 µM]	4%	?	-2%	22	-4%	5
COc1cccc(/C=N/NC(=S)NCc2ccco2)c1OC	-3%	-1%	-2%	?	-4%	16%	-12	?	-12
COc1ccccc1-c1cc(C(=O)N/N=C/C=C/c2ccccc2[N+](=O)[O-])c2ccccc2n1	3%	-1%	-15%[57.5 µM]	-2%	-22%	-4%	18	-27%	-2
CCC(C)[C@H](N)C(=O)NC[C@H]1CC[C@H](C(=O)N[C@@H](Cc2ccccc2)C(=O)O)CC1 (stereo partly drawn)	0%	4%	-12%	9%	19%	0%	18	2%	4
Cc1cccc(-c2noc(-c3ccc(NCc4ccccc4)c([N+](=O)[O-])c3)n2)c1	16%	/	i	9%	29%	/	/	7%	0
COc1ccc(NS(=O)(=O)c2ccc3c(c2)CCCN3C(C)=O)cc1	-32%	1%	-19%	30%	-14%	-2%	2	-3%	-1
Fc1ccc(C(c2nnnn2Cc2cccs2)N2CCN(c3ccccc3)CC2)cc1 (stereo not drawn)	-11%	15%	i	7.9µM*	?	-7%	12	4%	-4
CC(OC(=O)C(C)N1C(=O)C2C3C=CC(C4CC34)C2C1=O)C(=O)c1ccccc1 (stereo not drawn)	22%	9%	-6%	?	18%	0%	0	-4%	2
O=C(CN1CCCC1c1ccc2c(c1)OCCO2)NC(=O)Nc1ccccc1F (stereo not drawn)	9%	-1%	-28%	-22%	-11%	0%	-8	-3%	5
COc1ccccc1CNC(=O)c1n[nH]c2ccccc12	-7%	-4%	-3%	?	-17%	12%	5	-5%	-5
Cc1ccc(/C=C/C(=O)O)cc1S(=O)(=O)NCc1cccnc1	-10%	0%	0%	2%	0%	-3%	0	0%	16
O=C(O)CCc1ccc(-c2cccs2)n1Cc1ccco1	?	12%	i	16%	-5%	-4%	-10	4%	2
COc1ccc(CCNC(=O)CCCCCn2c(=O)[nH]c3cc(OC)c(OC)cc3c2=O)cc1OC	-11%	/	-14%	2%	2%	-1%	/	-2%	-18
Cc1cccc(C)c1OCC(=O)N(Cc1ccc(Cl)cc1)CC1CCCO1 (stereo not drawn)	14%	/	i	?	/	/	/	5%	10
COc1ccc(OCCN2CCC(C(=O)NC(c3ccc(F)cc3)c3ccc4ccccc4n3)CC2)cc1 (stereo not drawn)	26%	-4%	i	?	-2%	-7%	-70*	-24%	-24
Cc1cc(C(=O)NCCCn2ccnc2)cs1	-21%	-3%	i	-1%	-1%	-10%	3	2%	3
COc1ccc(S(=O)(=O)N(CC(=O)NCc2ccco2)C2CCCCC2)cc1OC	-7%	0%	-6%[57.5 µM]	3%	-7%	-1%	4	-9%	6
CC(C)c1nc2n[nH]c(N)c2c2c1CSC(C)(C)C2	19%	-10%	-20%	130%[activator]	-11%	19%	-22	-2%	5
O=C(CN1CCC(C(O)(c2ccccc2)c2ccccc2)CC1)Nc1ccccc1	-7%	0%	i	0%	?	-5%	-25	?	-23
O=C1CSc2ccccc2N1Cc1ccccc1F	11%	12%	i	-19%	4%	5%	-10	-2%	-3
COC(=O)c1ccc2c(c1)NC1=C(C(=O)CC(C)(C)C1)C(c1ccncc1)N2 (stereo not drawn)	-23%	-9%	i	9%	23%	15%	-2	16%	2
C=C(c1cn(C(C)=O)c2ccccc12)c1cn(C(C)=O)c2ccccc12	-20%	1%	-19%	6%	?	-12%	8	-6%	4
O=C(O)C1C2C=CC(C2)C1C(=O)Nc1ccc(C(=O)N2CCCCC2)c(Cl)c1 (stereo not drawn)	1%	-1%	-21%	-1%	-10%	-6%	10	18%	-2
COc1cc(Cl)c(C)cc1NC(=O)CSc1nc2ccccc2o1	4%	3%	-35%[inhibitor]	-7%	-12%	-4%	14	0%	0
COCCNC(=O)COC(=O)c1nsc(Cl)c1Cl	9%	-1%	i	0%	5%	-13%	-8	-15%	3
COc1ccc(-c2cc(C(F)F)nc(-n3nc(C)cc3C)n2)cc1	15%	-2%	-30%	?	23µM*	8%	11	?	0
COC(=O)c1nc(NNC(=O)c2ccccc2)sc1-c1ccccc1	-13%	-1%	i	23%	?	16%	-10	0%	-5
Cc1cc(-n2c(SCC(=O)NCCC3=CCCCC3)nc3n[nH]c(C)c3c2=N)ccc1Cl	4%	-1%	-2%	?	-3%	4%	-7	?	0
CCOc1ccc(CCNC(=O)CCCc2cc(-c3ccc(OCC)cc3)on2)cc1	21%	/	-14%	5%	9%	-1%	/	2%	2
O=C1COc2ccccc2N1Cc1ccc(Cl)cc1	20µM*	26%	i	?	0%	-1%	4	11%	3
Cc1ccc(S(=O)(=O)CCC(=O)Nc2ccc3c(c2)OCO3)cc1	3%	4%	-20%[57.5 µM]	-4%	4%	1%	-15	16%	5
COc1ccc(CC(=O)N/N=C/c2cc(Br)cs2)cc1OC	3%	2%	-44%[inhibitor]	-19%	?	8%	33	-19%	4
CCN1c2ccccc2S(=O)(=O)c2ccccc21	?	16%	-6%	14%	5%	30%	0	-14%	6
COCC1CCCN(C(=O)c2ccc3nc(Cc4cccc(Cl)c4)oc3c2)C1 (stereo not drawn)	?	1%	-46%[inhibitor]	-8%	/	2%	8	-17%	-16
COc1ccc(C(=O)Nc2cc3c(cc2C#N)OCO3)cc1S(=O)(=O)NCc1ccco1	5%	-8%	i	4%	1%	-4%	-3	-1%	-4
COC(=O)Nc1ccc(Oc2ccccc2)cc1	27%	3%	i	4%	?	7%	37	5%	10
O=C1NC(=O)C(c2ccccc2)(c2ccccc2)N1S(=O)(=O)c1ccccc1	3%	-10%	-26%	?	1%	-1%	20	-20%	9
Cc1ccc(C(=O)NCCN2CCCC2)cc1	-8%	-5%	i	-16%	-10%	-7%	?	3%	-27
COc1ccc(/C=C2\SC(=S)N(CC(=O)NNC(=O)c3ccncc3)C2=O)cc1	-28%	12%	-8%	-2%	12%	0%	5	7%	1

Given with values under each structure: 2 of the compounds above.
Every second line gives: TDP-43 yeast inh	aSyn yeast inh	PTHR1 agonist	GLP1R inv ag	KB-V1 MDR tox	GLP1R ag	DRD3 antagonist	HEK293 tox	DRD3 agonist
- O=C1COc2ccccc2N1Cc1ccc(Cl)cc1
  20µM*	26%	i	?	0%	-1%	4	11%	3
- Cc1ccc(S(=O)(=O)CCC(=O)Nc2ccc3c(c2)OCO3)cc1
  3%	4%	-20%[57.5 µM]	-4%	4%	1%	-15	16%	5

For reference, part of the list above.
SMILES	TDP-43 yeast inh	aSyn yeast inh	PTHR1 agonist	GLP1R inv ag	KB-V1 MDR tox	GLP1R ag	DRD3 antagonist	HEK293 tox	DRD3 agonist
COc1ccc(CC(=O)N/N=C/c2cc(Br)cs2)cc1OC	3%	2%	-44%[inhibitor]	-19%	?	8%	33	-19%	4
CCN1c2ccccc2S(=O)(=O)c2ccccc21	?	16%	-6%	14%	5%	30%	0	-14%	6
COCC1CCCN(C(=O)c2ccc3nc(Cc4cccc(Cl)c4)oc3c2)C1 (stereo not drawn)	?	1%	-46%[inhibitor]	-8%	/	2%	8	-17%	-16

Some of the compounds tested, so the mix of outcomes need not match the whole.
